Screening results from PubChem.
TcdB inh = TcdB glycohydrolase inhibition; inhibition, % at 9.99 µM; AID 652162; 350,000 compounds, 0.24% hits; TcdB glycohydrolase enzymatic assay, plate reader; in the data active = inhibition above about 10%
Active calls of the source: *. Only part of the results is shown; count on the stated rates, not on these rows.

SMILES	TcdB inh
CC(C)C#Cc1ccc([C@H]2[C@H]3CN(C(=O)Nc4ccccc4)CCCCN3[C@H]2CO)cc1	-6.9
COCC(=O)N(C)C[C@H]1Oc2cc(C#CCN(C)C)ccc2S(=O)(=O)N([C@@H](C)CO)C[C@@H]1C	-0.1
C[C@@H]1CN([C@@H](C)CO)C(=O)c2cccc(NC(=O)CCCCCC(=O)Nc3ccccc3N)c2O[C@H]1CN(C)Cc1ccc(Cl)c(Cl)c1	-4.4
C[C@@H]1CN([C@@H](C)CO)C(=O)c2c(c3ccccc3n2C)-c2ccccc2CO[C@@H]1CN(C)Cc1ccc(C(F)(F)F)cc1	1.2
O=C(C[C@H]1CC[C@@H]2[C@H](COC[C@@H](O)CN2CC2CCCCC2)O1)NCc1ccc(Cl)cc1	1.1
CCCNC(=O)N1CC(=O)N2[C@H](CO)[C@H](c3ccc(C#CCC4CCCC4)cc3)[C@@H]2C1	0.8
Cc1noc(C)c1NC(=O)NCC[C@@H]1CC[C@H](NC(=O)c2ccc(F)cc2)[C@H](CO)O1	-0.2
O=C1CN(S(=O)(=O)c2ccccc2)C[C@@H]2[C@H](c3ccc(Br)cc3)[C@H](CO)N12	0.7
C[C@H](NC(=O)C[C@H]1CC[C@H](NC(=O)Nc2ccc3c(c2)OCO3)[C@@H](CO)O1)c1ccccc1	-1.5
Cc1ccccc1S(=O)(=O)N1CCCCN2[C@H](CO)[C@@H](c3ccc(-c4cncnc4)cc3)[C@H]2C1	-1.2
CN(C)CCCNC(=O)C[C@@H]1CC[C@H]2[C@@H](COc3ccc(NC(=O)NC4CCCC4)cc3C(=O)N2C)O1	-1.1
C[C@@H]1CCCCO[C@@H](CN(C)C(=O)Nc2ccc3c(c2)OCO3)[C@@H](C)CN([C@@H](C)CO)C(=O)c2cc(NC(=O)Nc3cccc4ccccc34)ccc2O1	-0.4
CNC(=O)C[C@H]1CC[C@@H]2[C@@H](COc3ccc(NS(=O)(=O)c4cccc(F)c4)cc3C(=O)N2C)O1	-0.1
C[C@@H]1CN([C@@H](C)CO)C(=O)c2cc(NC(=O)C3CC3)ccc2O[C@@H]1CN(C)C(=O)Nc1ccc(F)cc1	-0.2
C[C@@H]1CN([C@H](C)CO)S(=O)(=O)c2ccc(C3=CCCCC3)cc2O[C@@H]1CN(C)C(=O)Nc1ccc2c(c1)OCO2	0.7
CCCN1C[C@H](C)[C@H](OC)CN(C)C(=O)c2ccc(NC(=O)Nc3cccc(F)c3)cc2OC[C@H]1C	-0.5
CO[C@@H]1CN(C)C(=O)c2cc(NC(=O)Nc3cc(F)ccc3F)ccc2OC[C@H](C)N(C(=O)c2cnccn2)C[C@H]1C	2.4
C[C@@H]1CN([C@H](C)CO)C(=O)c2cc(C#Cc3cccc(F)c3)cnc2O[C@@H]1CN(C)C(=O)C1CCCCC1	1.3
Cc1ccc(S(=O)(=O)N[C@@H]2CC[C@H](CCn3cc(C(C)C)nn3)O[C@H]2CO)cc1	0.4
O=C(C1CC1)N1C[C@H]2[C@@H](c3ccccc31)[C@H](CO)N2C(=O)c1ccccn1	-2.1
CNC[C@@H]1Oc2c(NS(=O)(=O)c3cccs3)cccc2C(=O)N([C@H](C)CO)C[C@H]1C	-1.4
CCS(=O)(=O)NCC[C@H]1CC[C@H](NS(=O)(=O)c2cccc(Cl)c2)[C@@H](CO)O1	-0.1
CCC(=O)Nc1ccc2c(c1)OC[C@H](C)N(Cc1cccnc1)C[C@@H](C)[C@@H](OC)CN(C)C2=O	-1.1
C[C@@H]1CCCCO[C@@H](CN(C)S(=O)(=O)c2ccc(F)cc2)[C@@H](C)CN([C@@H](C)CO)C(=O)c2cc(NC(=O)Nc3ccc4c(c3)OCO4)ccc2O1	0.1
CC=Cc1ccc2n(c1=O)C[C@@H]1[C@@H](CO)[C@H](C(=O)NCCCN3CCOCC3)[C@H]2N1Cc1cocn1 (mixture of isomers)	-0.2

Going on with the list:
SMILES	TcdB inh
C=CCN1CC(COc2ccc(OC)cc2)OCCS1(=O)=O (configuration not stated)	1.2
COc1ccc(NC(=O)N(C)C[C@@H]2Oc3ccc(NC(=O)Nc4c(C)noc4C)cc3CC(=O)N([C@@H](C)CO)C[C@H]2C)cc1	0.2
O=C(N[C@H]1C=C[C@@H](CC(=O)N2CCc3ccccc3C2)O[C@H]1CO)C1CC1	-6.0
Cc1ccc(-c2cnc3c(c2)C(=O)N([C@H](C)CO)C[C@H](C)[C@@H](CN(C)C(=O)c2ccccc2)O3)cc1	0.4
C[C@H]1CN([C@@H](C)CO)C(=O)Cc2cc(N(C)C)ccc2O[C@@H]1CN(C)C(=O)NC1CCCCC1	-9.1
CN1c2ccc(C3=CCCCC3)cc2[C@@H]2[C@@H](CCN2C(=O)C2CC2)[C@H]1CO	-6.1
COC(=O)C1=C(C)N(Cc2ccc(Cl)cc2)C(=S)NC1c1cccc(Br)c1 (configuration not stated)	0.3
Cc1ccc(S(=O)(=O)Nc2ccc3c(c2)C(=O)N([C@@H](C)CO)C[C@H](C)[C@@H](CN(C)Cc2ccncc2)OCCCC[C@H](C)O3)cc1	-3.6
C[C@@H]1CN([C@H](C)CO)C(=O)c2cc(NC(=O)CCC(F)(F)F)ccc2O[C@H]1CN(C)Cc1ccc(-c2ccccc2)cc1	-0.3
CCNC(=O)[C@H]1[C@H](CO)[C@H]2Cn3c(ccc(-c4ccccc4)c3=O)[C@@H]1N2C(=O)c1ccccn1	0.7
COCC#Cc1ccc([C@H]2[C@H](CO)N3C(=O)CN(C(=O)Nc4ccccc4F)C[C@@H]23)cc1	0.3
O=C(C[C@H]1C[C@H]2c3cc(NC(=O)C4CCC4)ccc3O[C@H]2[C@@H](CO)O1)NCc1ccncc1	-1.6
C[C@@H](O)C#Cc1ccc([C@H]2[C@@H](CO)N3CCCCN(C(=O)c4cccc(F)c4)C[C@H]23)cc1	-1.8
CCC(=O)Nc1ccc2c(c1)C(=O)N(C)C[C@H](OC)[C@H](C)CN(Cc1ccccc1C(=O)O)[C@H](C)CO2	-0.1
COCC#Cc1ccc([C@H]2[C@@H](CO)N3CCCCN(C(=O)CN(C)C)C[C@@H]23)cc1	-0.3
COc1cccc(S(=O)(=O)N2C[C@H](O)COC[C@H]3O[C@H](CC(=O)NCCCN4CCOCC4)CC[C@@H]32)c1	-0.3
CCNC(=O)Nc1ccc2c(c1)C(=O)N(C)[C@H]1CC[C@H](CC(=O)NCCOC)O[C@@H]1CO2	1.5
Cc1cccc(S(=O)(=O)N2C[C@@H](O)COC[C@H]3O[C@H](CC(=O)NCCCN4CCOCC4)CC[C@@H]32)c1	1.3
COc1ccc2c3c([nH]c2c1)[C@H](CO)N(Cc1nccs1)CC31CCN(C(=O)C2CCC2)CC1	-0.8
CCCNC(=O)C[C@H]1CC[C@H]2[C@@H](COC[C@H](O)CN2C(=O)Nc2ccc3c(c2)OCO3)O1	-2.2
C[C@H](CO)N1C[C@H](C)[C@H](CN(C)Cc2ccc(C(=O)Nc3ccccc3N)cc2)Oc2c(NC(=O)Nc3cccc4ccccc34)cccc2C1=O	0.2
CC(C)C#Cc1ccc2c(c1)O[C@H](CN(C)Cc1ccncc1)[C@@H](C)CN([C@H](C)CO)S2(=O)=O	0.3
O=C(C[C@H]1CC[C@@H](NC(=O)Nc2ccccc2F)[C@@H](CO)O1)NCc1ccccc1	-2.0
C[C@@H]1CN([C@H](C)CO)C(=O)c2cc(NC(=O)CCC(F)(F)F)ccc2O[C@@H]1CN(C)S(=O)(=O)c1cccs1	-1.4
CN1c2ccc(-c3ccccc3F)cc2[C@H]2[C@H](CCN2C(=O)NC2CCCCC2)[C@@H]1CO	-0.1

The results go on:
SMILES	TcdB inh
CCNC(=O)C[C@@H]1CC[C@@H]2[C@H](COC[C@H](O)CN2C(=O)Nc2ccc(Cl)c(Cl)c2)O1	1.4
Cc1noc(C)c1NC(=O)N[C@@H]1CC[C@H](CC(=O)NCc2ccc(Cl)c(Cl)c2)O[C@@H]1CO	-0.7
COc1cccc(C#Cc2cnc3c(c2)C(=O)N([C@H](C)CO)C[C@H](C)[C@@H](CN(C)C(=O)C2CC2)O3)c1	-0.2
C[C@H](CO)N1C[C@H](C)[C@@H](CN(C)Cc2cncnc2)Oc2cc(C3=CCCCC3)ccc2S1(=O)=O	0.3
C[C@H]1CN([C@@H](C)CO)C(=O)c2cccc(NC(=O)c3nc4ccccc4s3)c2O[C@H]1CN(C)C(=O)NC1CCCCC1	-0.1
O=C(Nc1ccc2c(c1)[C@H]1C[C@H](CC(=O)N3CCc4ccccc4C3)O[C@H](CO)[C@H]1O2)c1cccnc1	-1.1
Cc1noc(C)c1NC(=O)N(C)C[C@H]1OCc2ccccc2-c2ccccc2C(=O)N([C@H](C)CO)C[C@H]1C	0.4
CCCC#Cc1ccc([C@H]2[C@H](CO)N3CCCCN(Cc4cncnc4)C[C@@H]23)cc1	-0.5
C[C@H](CO)N1C[C@H](C)[C@H](CN(C)CC2CCOCC2)Oc2cc(-c3cccnc3)ccc2S1(=O)=O	0.1
O=C(Cc1ccccc1)N[C@@H]1C=C[C@@H](CC(=O)N2CCOCC2)O[C@H]1CO	-0.9
CN(C)C(=O)c1cccc(-c2ccc([C@H]3[C@@H](C#N)N(C(=O)C4CC4)[C@@H]3CO)cc2)c1	2.7
COCC(=O)Nc1ccc2c(c1)[C@@H]1C[C@@H](CC(=O)NC3CCCC3)O[C@H](CO)[C@@H]1O2	-0.3
CC(C)CC#Cc1cnc2c(c1)C(=O)N([C@@H](C)CO)C[C@H](C)[C@H](CN(C)C(=O)Cc1ccncc1)O2	-0.4
CO[C@@H]1CN(C)C(=O)c2ccc(NC(=O)Nc3cc(F)ccc3F)cc2OC[C@H](C)N(C(=O)c2cnccn2)C[C@H]1C	1.1
C[C@H](CO)N1C[C@H](C)[C@@H](CN(C)C(=O)Nc2ccc3c(c2)OCO3)Oc2ccc(NC(=O)Cc3cn(C)c4ccccc34)cc2CC1=O	-0.6
C[C@@H]1CN([C@H](C)CO)S(=O)(=O)c2ccc(C#Cc3ccncc3)cc2O[C@H]1CN(C)C	-0.8
COc1ccccc1S(=O)(=O)N[C@H]1CC[C@H](CCNC(=O)C2CC2)O[C@@H]1CO	0.3
Cc1ccccc1S(=O)(=O)N1CCCCN2[C@H](CO)[C@H](c3ccc(-c4cccnc4)cc3)[C@@H]2C1	-1.3
C[C@@H]1CN([C@H](C)CO)C(=O)c2cc(NS(=O)(=O)c3ccc(F)cc3)ccc2O[C@H]1CN(C)Cc1ccc(Cl)c(Cl)c1	-0.5
COc1ccc(N2C(=O)c3n[nH]c(C(C)C)c3C2c2ccc(C)cc2)cc1 (configuration not stated)	1.0
COC(=O)C[C@H]1C[C@@H]2c3cc(NS(=O)(=O)c4ccc(F)cc4)ccc3O[C@@H]2[C@@H](CO)O1	0.9
C[C@@H]1CN([C@@H](C)CO)C(=O)c2cccc(NS(=O)(=O)c3ccc(Cl)cc3)c2O[C@@H]1CN(C)Cc1ccc2c(c1)OCO2	-0.4
C[C@@H]1CN([C@@H](C)CO)C(=O)c2cc(NC(=O)CCN3CCOCC3)ccc2O[C@H]1CN(C)C(=O)Nc1ccc(F)cc1	-0.1
N#C[C@@H]1[C@H](c2ccccc2-c2ccccc2)[C@@H](CO)N1C(=O)Cc1ccncc1	-0.4
O=C(c1ccccc1F)N1CC(=O)N2[C@H](CO)[C@H](c3ccc(-c4cccnc4)cc3)[C@H]2C1	0.4

Following part
SMILES	TcdB inh
O=C(Nc1cc(F)ccc1F)N1C[C@H]2[C@@H](c3ccccc31)[C@H](CO)N2Cc1ccncc1	-0.9
CCC(=O)Nc1ccc2c(c1)C(=O)N(C)[C@@H]1CC[C@@H](CC(=O)NC3CCCC3)O[C@@H]1CO2	-0.1
COC(=O)[C@H](Cc1ccccc1)N1CC=CS1(=O)=O	0.7
COC(=O)[C@H]1[C@H](CO)[C@H]2Cn3c(ccc(-c4ccccc4F)c3=O)[C@H]2N1C(=O)CC1CC1	0.7
O=C(Nc1ccccc1)N1CC(=O)N2[C@H](CO)[C@H](c3ccc(C#Cc4cccnc4)cc3)[C@H]2C1	-0.1
CO[C@H](CN(C)C(=O)c1ccccc1F)[C@@H](C)CN([C@H](C)CO)S(=O)(=O)c1ccc(F)cc1	0.1
CN1CCN(C(=O)C[C@@H]2C[C@@H]3c4cc(NC(=O)C5CCOCC5)ccc4O[C@@H]3[C@@H](CO)O2)CC1	-0.8
C[C@H]1CN([C@@H](C)CO)C(=O)c2cccc(NC(=O)C3CC3)c2O[C@@H]1CN(C)C(=O)Nc1cccc2ccccc12	1.8
CC(C)NC(=O)N1CC2(C1)[C@@H](c1ccccc1)[C@H](CO)N2C(=O)C1CCCCC1	0.1

Looked up by structure from above, 2 records:
SMILES	TcdB inh
COc1ccc2c3c([nH]c2c1)[C@H](CO)N(Cc1nccs1)CC31CCN(C(=O)C2CCC2)CC1	-0.8
CCC(=O)Nc1ccc2c(c1)C(=O)N(C)C[C@H](OC)[C@H](C)CN(Cc1ccccc1C(=O)O)[C@H](C)CO2	-0.1

Of the compounds above, 7 have an aryl methoxy group:
SMILES	TcdB inh
C=CCN1CC(COc2ccc(OC)cc2)OCCS1(=O)=O (configuration not stated)	1.2
COc1ccc(NC(=O)N(C)C[C@@H]2Oc3ccc(NC(=O)Nc4c(C)noc4C)cc3CC(=O)N([C@@H](C)CO)C[C@H]2C)cc1	0.2
COc1cccc(S(=O)(=O)N2C[C@H](O)COC[C@H]3O[C@H](CC(=O)NCCCN4CCOCC4)CC[C@@H]32)c1	-0.3
COc1ccc2c3c([nH]c2c1)[C@H](CO)N(Cc1nccs1)CC31CCN(C(=O)C2CCC2)CC1	-0.8
COc1cccc(C#Cc2cnc3c(c2)C(=O)N([C@H](C)CO)C[C@H](C)[C@@H](CN(C)C(=O)C2CC2)O3)c1	-0.2
COc1ccccc1S(=O)(=O)N[C@H]1CC[C@H](CCNC(=O)C2CC2)O[C@@H]1CO	0.3
COc1ccc(N2C(=O)c3n[nH]c(C(C)C)c3C2c2ccc(C)cc2)cc1 (configuration not stated)	1.0
